MEKK3 PB1 HTS – modulators of MEKK3-MEK5 PB1 binding, primary screen, biochemical, wildtype MEKK3, multiplex bead flow cytometry, Alexa488-MEK5; binding response (% of control), % at 10 µM; hit rate 1.4% among 290,000; Mitogen-activated protein kinase kinase kinase 3 (Homo sapiens), Q99759; bead-based flow cytometry, Alexa488-MEK5 binding to MEKK3; actives lie on both sides; 0 = blocked by unlabeled MEK5, 100 = vehicle;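 active = binding response more than 3 SD above or below the average of its plate-row segment, actives on both sides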;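 also: Alexa488 bead fluorescence after subtracting the streptavidin-only scavenger bead signal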
IDE cell activ – human IDE activators in live cells, primary screen, fluorescence polarization, HEK cells, FAbeta-B substrate; FAbeta-B cleavage; 0% vehicle, 100% cell-free pure enzyme wells; activation, % at 5.96 µM; hit rate 0.073% among 340,000;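 active = activation above the mean of all tested compounds plus 3 SD, set per screening campaign, cut at about 17% in these data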
CRFR2-BP ag – agonists of CRF-BP/CRF-R2 complex, primary screen, cell-based, HEK293, calcium dye fluorescence, uHTS; AID 588473, 2011; calcium dye fluorescence (FLIPR); percent of saturating CRF peptide response; hit rate 0.46% among 350,000; activation, % at 13.2 µM;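 active = activation of at least 50%, plus an integration ratio under a set limit after plate pattern correction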;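 also: plate controls were neutral control wells without compound for no effect and CRF at EC100 for full effect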
CRFR2-BP antag – antagonists of CRF-BP/CRF-R2 complex, primary screen, cell-based, HEK293, calcium dye fluorescence, uHTS; CRF-induced calcium fluorescence; inhibition, % at 11.8 µM; hit rate 0.59% among 350,000;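 active = inhibition of the ligand-induced calcium signal above about 50% at the single tested concentration, limit read from the data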
IDE cell inh – human IDE inhibitors in live cells, primary screen, fluorescence polarization, HEK cells, FAbetaB substrate; Insulin-degrading enzyme (Homo sapiens), P14735; FAbetaB cleavage; inhibition, % at 5.59 µM; hit rate 0.41% among 320,000; AID 434962, 2010;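 active = percent inhibition above the average of all tested compounds plus 3 SD, set per screening campaign, cut at about 16% in these data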;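 also: IDE supplied by intact live HEK cells; FP after avidin binding of uncleaved biotin substrate so inhibition keeps polarization high; 0% = DMSO wells and 100% = 60 µM reference IDE inhibitor Ii1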
GalR3 antagonist – GalR3 antagonists in HEK293 cells, primary screen, cell-based, fluorescence readout | Galanin receptor type 3 (Homo sapiens), O60755 | HEK293 GalR3-CNG cAMP membrane potential fluorescence; galR3 body fused to GalR1 C-terminus | inhibition, % at 3 µM | hit rate 0.44% among 360,000;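 active = inhibition above the screen-wide average plus 3 SD, cut at about 13% in these data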;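 also: forskolin and galanin both at EC90 stimulate the cells; cAMP rise reported by CNG channel membrane potential dye signal; 0% = forskolin plus galanin with DMSO and 100% = forskolin alone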
CHRM4 PAM – human M4 muscarinic receptor positive allosteric modulators, primary screen, CHO-K1 cells, Fluo-8 calcium fluorescence | Muscarinic acetylcholine receptor M4 (Homo sapiens), P08173 | hit rate 0.4% among 360,000 | AID 624126, 2012 | activation, % at 3 µM | CHO-K1 hM4/Gqi5, ACh EC20; 0% = ACh EC20, 100% = maximal ACh;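 active = activation above its plate's cutoff, the mean activation of sample wells plus 3 SD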; also: some results filed as inactive read as strong as hits
p-CIP stab down – p/CIP-EGFP fusion destabilizers, primary screen, fluorescence, F442A cells; 16 h; hit rate 0.01% among 290,000; decrease of EGFP signal, % at 10 µM; Q05BA5;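 active = EGFP signal decrease of at least 30% at 10 µM or well 3 SD below plate mean, unless failing retest; inactive = the rest, including hits failing retest or dose response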; also: some compounds called inactive have numbers as strong as hits; many of its hits are not listed in these tables
Target sequence (Q05BA5 1-1403): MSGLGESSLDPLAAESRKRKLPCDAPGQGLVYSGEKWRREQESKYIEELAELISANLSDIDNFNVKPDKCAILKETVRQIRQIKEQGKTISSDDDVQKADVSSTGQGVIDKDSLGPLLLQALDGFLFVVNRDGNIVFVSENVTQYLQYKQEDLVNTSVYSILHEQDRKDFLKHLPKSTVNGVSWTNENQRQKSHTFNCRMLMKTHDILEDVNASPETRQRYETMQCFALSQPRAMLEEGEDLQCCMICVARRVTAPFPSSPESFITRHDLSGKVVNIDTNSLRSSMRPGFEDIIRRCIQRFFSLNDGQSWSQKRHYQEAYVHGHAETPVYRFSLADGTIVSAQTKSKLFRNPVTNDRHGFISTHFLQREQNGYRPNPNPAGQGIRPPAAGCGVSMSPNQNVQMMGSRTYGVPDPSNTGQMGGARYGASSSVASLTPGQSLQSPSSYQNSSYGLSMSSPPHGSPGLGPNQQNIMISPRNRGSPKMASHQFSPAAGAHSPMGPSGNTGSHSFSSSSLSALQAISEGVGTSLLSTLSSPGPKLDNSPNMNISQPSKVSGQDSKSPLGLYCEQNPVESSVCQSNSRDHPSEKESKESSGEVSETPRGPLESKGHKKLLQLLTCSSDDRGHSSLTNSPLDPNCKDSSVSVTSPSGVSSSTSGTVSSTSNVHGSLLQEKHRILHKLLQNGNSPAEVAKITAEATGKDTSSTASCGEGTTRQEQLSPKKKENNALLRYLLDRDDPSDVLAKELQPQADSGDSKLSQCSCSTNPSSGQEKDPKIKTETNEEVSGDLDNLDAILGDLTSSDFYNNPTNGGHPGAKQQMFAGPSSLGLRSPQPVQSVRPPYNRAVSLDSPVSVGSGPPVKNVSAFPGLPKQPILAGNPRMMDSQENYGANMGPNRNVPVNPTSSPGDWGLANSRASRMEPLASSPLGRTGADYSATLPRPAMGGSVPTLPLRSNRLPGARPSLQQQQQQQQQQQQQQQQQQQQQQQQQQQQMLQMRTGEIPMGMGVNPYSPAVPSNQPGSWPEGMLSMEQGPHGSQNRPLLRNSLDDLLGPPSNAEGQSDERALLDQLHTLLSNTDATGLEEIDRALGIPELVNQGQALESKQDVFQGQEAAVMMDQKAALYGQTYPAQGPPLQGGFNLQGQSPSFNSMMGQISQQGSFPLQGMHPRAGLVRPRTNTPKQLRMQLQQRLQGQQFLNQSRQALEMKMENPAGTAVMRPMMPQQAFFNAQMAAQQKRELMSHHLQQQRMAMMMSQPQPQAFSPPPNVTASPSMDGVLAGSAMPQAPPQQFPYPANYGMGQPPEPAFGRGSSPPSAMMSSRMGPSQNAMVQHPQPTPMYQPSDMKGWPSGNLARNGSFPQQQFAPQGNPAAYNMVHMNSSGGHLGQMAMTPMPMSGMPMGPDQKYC
PHOSPHO1 block – PubChem AID 1565; Phosphoethanolamine/phosphocholine phosphatase (Homo sapiens), Q8TCT1; inhibition, % at 13.3 µM; recombinant PHOSPHO1, absorbance phosphatase assay; hit rate 1.1% among 290,000; in the data active = inhibition above about 60%
Numbers without * were called inactive; · = not tested or not shown; [ ] = dose if it differs, or a comment.

MEKK3 PB1 HTS,IDE cell activ,CRFR2-BP ag,CRFR2-BP antag,IDE cell inh,GalR3 antagonist,CHRM4 PAM,p-CIP stab down,PHOSPHO1 block,Compound
102,-3,-1.4,1,2,-1,-5,-13,1,O=C(CC1C(=O)NCCN1C(=O)c1ccc(F)cc1)OCc1ccccc1 (centres undefined)
·,-5,-3.5,8,11,-5,21,·,·,COc1cc2cnc(-c3ccsc3)cc2cc1OC
·,0,-2.8,21,-1,3,0,·,·,O=C(CSc1ccc([N+](=O)[O-])cc1)OCC(=O)N1CCCC1=O
100,2,-0.9,6,-2,-6,3,-1,-4,O=C(Nn1c(-c2ccc(Cl)cc2)nc2ccccc2c1=O)c1cccnc1Cl
99,5,1.7,-24,-1,-3,1,1,20,CCC(CC)C(=O)c1c[nH]c(C(=O)NCc2cccs2)c1
107,-1,-0.6,5,1,0,6,-6,2,COc1ccc(/C=C/C(=O)OCC(=O)Nc2ccc(OC)c(S(=O)(=O)N3CCCCC3)c2)cc1
99,5,0.4,6,0,-1,2,-20,23,C=CCS(=O)(=O)c1cccc2cccnc12
103,-2,-0.6,-1,4,16*,-4,12,18,CCCc1cc(=O)oc2c3c(cc(OCC(=O)NCc4ccccn4)c12)OC(C)(C)CC3
·,3,0.6,1,-2,-4,5,·,·,COc1ccc(Cl)cc1NC(=O)CN(C)C(=O)CCc1nc2ccccc2c(=O)[nH]1
99,4,-10,-2,-2,4,3,-7,30,O=C(NCc1cccc(F)c1)C1CCC(=O)N(CC2CCCCC2)C1 (centres undefined)
·,-2,2.5,-17,·,2,-2,·,·,CN(CC(=O)Nc1ccc(F)cc1)C(=O)c1cc(-c2cccs2)nn1-c1ccccc1
75*[inhibitor],3,-0.1,0,5,-4,5,-9,1,CC(=O)Nc1nnc(SCC(=O)N2CCN(Cc3ccccc3)CC2)s1
86,-7,8.1,8,6,-5,-34,4,20,Cc1ccccc1-n1cnc2c(sc3nc(N4CCOCC4)c4c(c32)CCCC4)c1=O
104,0,0.6,-84,-3,-1,1,-10,1,COc1ccccc1NC(=O)CNc1ccc(F)c(Cl)c1
·,2,-1.6,-4,10,-2,1,·,·,COc1ccc(Cl)cc1NC(=O)CN(C)C(=O)C1CC(=O)N(Cc2ccc(C)cc2)C1 (centres undefined)
103,-1,-0.7,-2,3,1,1,-7,6,CCc1ccc(N(CC(=O)NC2CCCC2)S(=O)(=O)c2c(C)noc2C)cc1
103,1,1.3,-12,-4,-3,0,-2,-1,CCCCNC(=O)c1ccc2c(=O)n(CCCOCC)c(=S)[nH]c2c1
·,7,-1.0,29,-3,-4,3,·,·,COC(=O)c1ccc(CNC(=O)Cn2cnc3c(OCc4ccccc4)ncnc32)cc1
103,-5,34,-38,4,-3,7,-5,20,O=C(O)c1ccc(N/N=C/C2=C(N3CCOCC3)C(=C\c3ccccc3)/CC2)cc1
94,0,-1.6,12,3,-3,-6,4,14,CC(NC(=O)c1ccco1)C(=O)N1CCN(C(c2ccccc2)c2ccccc2)CC1 (centres undefined)
97,4,-2.6,-4,-1,-3,-10,-14,25,Cc1onc(-c2ccccc2Cl)c1C(=O)OCc1cnc(Cl)s1
100,-2,-7.4,5,3,-1,-10,-1,-3,O=C1c2cccc3cccc(c23)C(=O)N1c1cccc(O)c1
84,1,1.4,-2,7,-7,4,-8,27,CN(Cc1ccccc1)C(=O)c1nc2ccccn2c1CN1CCC(N2CCOCC2)CC1
102,1,1.1,-31,1,-5,-5,-10,-4,CSc1ccc(/C=C(\C#N)C(=O)NC2CCCCC2C)cc1 (centres undefined)
101,1,-1.0,-3,3,-3,-7,-3,19,COc1ccc(S(=O)(=O)NCCCCC(=O)O)cc1C(=O)O
112,-4,0.4,27,0,·,-9,0,42,Cc1[nH]c2ccccc2c1SCC(=O)N1CCN(c2ccccc2)CC1
93,4,0.3,4,-2,0,-1,-6,-46,COc1ccccc1CC(=O)NCC1CCCO1 (centres undefined)
104,1,-2.7,10,4,-2,-3,3,-17,COc1cccc(OC)c1OCCCOc1c(OC)cccc1OC
100,-1,-2.2,-27,10,0,-2,3,-2,O=S(=O)(NC1CCCCC1Sc1ncccn1)c1ccccc1 (centres undefined)
75,-1,0.6,-1,6,-8,-3,-25,-1,O=C(CSc1nnc(-c2ccccc2)c(-c2ccccc2)n1)NCc1ccco1
96,1,-1.1,-6,7,-3,2,7,34,CCOc1cc(N2CCOCC2)c(OCC)cc1NC(=O)c1ccccc1C
90,2,-0.3,-12,-4,-4,-2,10,-8,COc1cccc(/C=N/NC(=O)c2ccc(N(C)S(=O)(=O)c3ccccc3)cc2)c1OC
91,-1,-0.2,-3,3,-2,10,-10,47,O=C(NCc1ccccc1)C1CCN(S(=O)(=O)c2ccc(Cl)cc2)CC1
104,0,-0.6,-7,2,-5,2,-6,14,CCn1c(CNC(=O)c2ccc(F)cc2)cc2ccccc21
99,2,0.1,-11,0,3,-2,-3,51,COc1cccc(-n2c(SCC(=O)NCC3CCCO3)nc3c(c2=O)SCC3)c1 (centres undefined)
99,-3,-1.1,9,-2,-10,-1,-10,24,O=C(NCc1ccco1)/C(=C/c1ccccc1)NC(=O)c1ccco1
101,-4,-3.9,8,6,-6,5,-6,-10,O=[N+]([O-])c1cccc(-c2n[nH]c(=S)n2Cc2ccccc2)c1
105,2,0.4,-9,1,0,3,6,-3,CCOc1ccc(NS(=O)(=O)c2ccc3[nH]cc(C(=O)NCCOC)c(=O)c3c2)cc1
·,-2,-1.2,12,-1,-5,-5,·,·,COc1ccccc1CN(C)C(=O)c1ccc(S(=O)(=O)Nc2c(C)n(C)n(-c3ccccc3)c2=O)cc1
97,3,-2.2,4,4,-3,-4,-18,58,CC(=O)N1c2ccc(S(=O)(=O)N(C)CC(=O)NCc3ccccc3)cc2CC1C (centres undefined)
82,4,-2.4,-1,-3,0,1,-8,27,O=C(c1cc(-c2ccc(Cl)cc2Cl)on1)N1CCN(C(=O)c2ccco2)CC1
98,0,-0.1,-5,0,-2,-10,2,33,Cc1cccc(CN2CCC(Oc3ccc(C(=O)N4CCCCC4)cc3)CC2)c1
·,0,-0.4,4,4,-11,-1,·,·,O=C1C=C(c2cccc(CO)c2)C[C@@H](c2ccc(F)cc2)C1
96,-5,0.1,15,-3,-4,12,1,40,COC(=O)c1cccc(CSc2nnc(C)s2)c1
104,7,-0.5,-54,4,-1,-7,-2,38,O=[N+]([O-])c1cc(S(=O)(=O)Nc2ccc(Cl)cc2)ccc1N/N=C/c1ccncc1
107,2,-1.8,11,-2,5,3,-2,24,COC(=O)/C=C1\SC(=NC(=O)c2ccc(OC)cc2)NC1=O
96,2,-2.7,-72,-1,-3,-17,-13,-2,CCS(=O)(=O)c1ccc2oc(SCC(=O)N3c4ccccc4CC3C)nc2c1 (centres undefined)
99,12,69*,-4,4,-5,-11,-23,-22,O=[N+]([O-])c1cccc(/C=N/Nc2nc(NCc3ccccc3)nc(N3CCOCC3)n2)c1O
·,-1,0.0,-6,7,10,-2,9,16,O=C(CSC1=NCCN1)Nc1ccccc1[N+](=O)[O-]
·,·,-1.0,-3,·,-9,-5,·,·,Cc1ccccc1Nc1nc(Cl)nc(NC(C)(C)C)n1
110,1,0.3,-2,1,1,-7,-11,-43,CCSc1nnc2nc(C)cc(C)n12
100,3,1.7,-7,3,-3,-1,-6,-3,O=C(Nc1ccc(N2C(=O)C3C4C=CC(C4)C3C2=O)cc1)Nc1cccnc1 (centres undefined)
101,0,-0.8,-1,2,-13,-3,2,3,CC(C)C(NC(=O)c1ccc(F)cc1)C(=O)OCC(=O)N1CC(=O)Nc2ccccc21 (centres undefined)
99,·,1.3,-10,-3,·,·,-4,39,O=C(Nc1nnc(CC2=CCCCC2)s1)Nc1ccccc1F
100,-5,0.7,3,5,-6,5,16,48,COc1ccc(C(=O)NCc2nnc(SCC(=O)N3CCC(C)CC3)o2)cc1
102,3,-0.4,-14,-4,-11,-9,-12,27,Cc1ccc(CNc2nc(C)c(C(=O)N(C)C)s2)cc1
98,4,0.0,-5,10,-5,22,-10,46,COc1cc2c(cc1OC)C(=O)CC(C)S2 (centres undefined)
138*,-2,0.7,21,2,-3,-4,-5,18,C/C(Cn1nnc2ccccc21)=N\OC(=O)c1ccccc1C
106,1,0.2,15,1,-5,-12,-14,-9,S=C(NCc1ccco1)Nc1cc(Cl)c(Cl)cc1Cl
·,-3,0.2,2,-3,-6,-3,·,·,COc1ccc(NC(=O)CN(C)C(=O)c2cn(-c3ccccc3)nc2-c2cccnc2)cc1

Continued.
MEKK3 PB1 HTS,IDE cell activ,CRFR2-BP ag,CRFR2-BP antag,IDE cell inh,GalR3 antagonist,CHRM4 PAM,p-CIP stab down,PHOSPHO1 block,Compound
84,-6,-0.9,17,0,-2,-9,1,20,CCOc1ccccc1NC(=O)CN(C)S(=O)(=O)c1ccc(OC)c(C)c1
93,3,-0.1,-11,2,-2,-4,-2,21,O=C(Cc1ccccc1)NNC(=S)Nc1ccc(Cl)cc1
95,3,1.1,-12,-4,-5,3,-2,-2,CCCC(=O)N1CCN(C2=NS(=O)(=O)c3ccccc32)CC1
96,2,0.0,-8,6,-3,5,-10,7,CN1CCN(C(=O)c2c(NC(=O)c3ccco3)sc3c2CCC(C(C)(C)C)C3)CC1 (centres undefined)
·,2,-2.8,-1,-4,-7,3,·,·,Cc1nc(SCC(=O)Nc2c(C)n(C)n(-c3ccccc3)c2=O)c(C#N)c(C)c1C
102,6,0.2,-11,4,-6,-7,-26,18,CC1Sc2ccc(S(=O)(=O)CCC(=O)NC3CCCC(C)C3C)cc2NC1=O (centres undefined)
95,2,-0.4,0,-4,-11,-11,14,21,COC(=O)c1cc2ccsc2n1CC(=O)Nc1cc(Cl)ccc1OC
103,0,0.6,5,2,-10,-1,-1,3,COc1ccccc1C(=O)Nc1nnc(SCC(=O)Nc2ccc3c(c2)oc2ccccc23)s1
105,5,0.5,-4,0,6,10,-16,9,COc1ccc(-c2cc(C(=O)N/N=C(\C)c3ccco3)c3ccccc3n2)c(OC)c1
·,3,-4.3,8,-1,-7,5,·,·,O=C(CNc1cc(S(=O)(=O)N2CCOCC2)ccc1N1CCOCC1)Nc1cccc(C(F)(F)F)c1
·,4,-0.2,-2,·,-8,0,·,·,CC[C@]12c3[nH]c4ccc(OC)cc4c3CCN1C(=O)C(CC(=O)NCCCn1ccnc1)C[C@@H]2C(=O)N1CCN(C(=O)c2ccco2)CC1 (some centres undefined)
95,1,-1.8,-1,2,6,-3,-4,4,N#Cc1nc(COc2ccccc2F)oc1N1CCCCCC1
87,-1,-0.3,13,-1,-2,-1,-1,-9,CCn1nnnc1SCC(=O)c1ccc(C)cc1

Compounds as they come; about 4.2% have a hit in one of these screens.
